Screening data deposited in PubChem BioAssay by several laboratories.
3CLpro inhibitor = SARS-CoV 3CLpro protease inhibitors, primary screen, biochemical, quenched FRET; Replicase polyprotein 1ab (Severe acute respiratory syndrome coronavirus), P0C6X7; recombinant SARS-CoV 3CLpro, quenched FRET peptide cleavage; inhibition, % at 6 µM; 0.14% of 290,000 active; AID 1706, 2009; in the data active means inhibition above about 12%
Anthrax LF inh2 = Bacillus anthracis LF protease inhibitors, primary screen, biochemical, multiplex microsphere, MLPCN library; Lethal factor (Bacillus anthracis), P15917; multiplex microsphere protease cleavage assay; inhibition, % at 10 µM; 0.12% of 360,000 active; further: plate controls were buffer without enzyme for full effect and enzyme alone for no effect
PfHsp40 yeast = rescue of yeast from PfHsp40 toxicity, primary screen, S. cerevisiae, ATP luminescence | S. cerevisiae expressing PfHsp40, growth rescue | growth rescue, % at 12.5 µM | 0.68% of 340,000 active | AID 504582, 2011; in the data active means growth rescue above about 28%, passing the limit was not always enough; inconclusive means no clear call, values can overlap the other calls;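 further: yeast W303a lacking pdr1 and pdr3 grown in galactose medium; growth measured after three days at 30 °C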
TcdB inh = TcdB glycohydrolase inhibitors, primary screen, biochemical, single point, plate reader. TcdB glycohydrolase enzymatic assay. inhibition, % at 9.99 µM. 0.24% of 350,000 active. AID 652162, 2013; in the data active means inhibition above about 10%
Yp Topo-I inh = Yersinia pestis topoisomerase I inhibitors, primary screen, biochemical, cleavage product accumulation, plate reader, single point; DNA topoisomerase I (Yersinia pestis CO92); Y. pestis Topo-I cleavage product accumulation; activity, % at 10 µM; 0.064% of 360,000 active; in the data active means activity above about 50%, passing the limit was not always enough; inconclusive means no clear call, values can overlap the other calls; further: inactives centre near 2
Vc quorum ag = inducers of Vibrio cholerae quorum light production without autoinducers, primary screen, BH1578 luxS cqsA deficient, single point; V. cholerae BH1578 lux reporter, luminescence, 6 h; activation, % at 18.7 µM; 0.16% of 350,000 active; AID 588436, 2011; in the data active means activation mostly above about 9.7%, no sharp cut-off; inconclusive means no clear call, values can overlap the other calls; inactive means mostly below about 3.7%; further: not every result past the cut was called active; inactives centre near 0; reference of the scale not given here
BoNT A protease = BoNT/A light chain protease inhibitors, primary screen, biochemical, flow cytometry, MLPCN library; 0.17% of 360,000 active; Botulinum neurotoxin type A light chain protease (Clostridium botulinum A str. ATCC 3502); multiplex microsphere protease substrate cleavage; inhibition, % at 10 µM; further: plate controls were buffer without enzyme for full effect and enzyme alone for no effect
PriA SSB inh = inhibitors of Klebsiella pneumoniae PriA binding to SSB C-terminal tail, primary screen, biochemical, AlphaScreen. 0.6% of 430,000 active. AlphaScreen SSBct-PriA binding, biotinylated peptide. inhibition, % at 33 µM. AID 1272365, 2023. PriA–SSB C-terminal tail interaction (Klebsiella pneumoniae); in the data active means inhibition mostly above about 37%, no sharp cut-off; inactive means mostly below about 20%;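 further: plate controls were negative control peptide for no effect and reference peptide for full effect; strong numbers were not always called active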
PrPC surface inh = inhibitors of human cell surface prion protein PrPC, primary screen, cell-based, TR-FRET; Major prion protein (Homo sapiens), P04156; TR-FRET read-out; inhibition, % at 13.8 µM; 0.43% of 370,000 active; AID 720596, 2013; in the data active means inhibition above about 24%; further: 0% = median of the test wells and 100% = reference compound wells
An asterisk follows results filed as active; i = inactive; ? = inconclusive; / = no result given. Unless noted, no stated cut-off is given here; in the data, active means inhibition above about 30%; inconclusive means no clear call, values can overlap the other calls; inactive means below that.

Second line of a record – PriA SSB inh	TcdB inh	PfHsp40 yeast	Yp Topo-I inh	Vc quorum ag	3CLpro inhibitor	Anthrax LF inh2	BoNT A protease	PrPC surface inh
CC(=O)C1=CCC(c2ccc(Cl)cc2)N(S(=O)(=O)c2ccccc2)C1 (stereo not given)
 : /	1.4	/	/	/	/	5	0.0	8
O=C1C2CCCN2C(=O)N1CCCCN1CCN(c2ccc(F)cc2)CC1 (stereo not given)
 : -12	-0.4	-1.4	-2	-0.3	4	1	-0.2	-7
CCOC(=O)C1CCN(C(=O)c2cccc(S(=O)(=O)N(CC)c3ccccc3)c2)CC1
 : -11	0.5	-1.7	18	i	/	1	0.5	-1
COc1ccc(C2Nc3ccc4ccccc4c3-c3c2c(=O)oc2ccccc32)cc1 (stereo not given)
 : /	/	0.7	2	6.5	-1	0	1.6	-3
COc1cc([N+](=O)[O-])c2ncsc2c1
 : 7	-6.0	-1.4	1	-0.2	2	-2	-1.0	-32
CCN(CC)S(=O)(=O)c1ccc(NC2c3ccccc3C(=O)N2Cc2ccc3c(c2)OCO3)cc1 (stereo not given)
 : 0	0.1	1.7	33	-0.1	-5	-6	-0.7	-5
Cc1ccc2nc(N/C(=N/S(=O)(=O)c3cccs3)c3ccccc3Cl)sc2c1
 : /	-0.6	0.3	9	-0.3	5	-1	-1.1	-2
CC(C)(C)c1ccc(/C=C2/SC(N3CCCC3)=NC2=O)cc1
 : -5	1.4	-1.8	32	-1.2	3	-2	0.4	-16
COc1ccc(NC(=O)COc2ccccc2Cc2ccccc2)cc1S(N)(=O)=O
 : 5	-9.2	4.8	17	i	3	0	-2.6	8
CCCP(=O)(CCC)CCP(=O)(c1ccccc1)c1ccccc1
 : 0	7.2	-0.6	-2	i	2	-1	0.5	-1
O=C1c2cccc3c(O)ccc(c23)C(=O)N1c1ccc(Cl)cc1
 : -1	0.5	-0.8	4	-0.5	-2	-24	-0.8	-34
CCN(CC)c1ccc(S(=O)(=O)N2CCOCC2)cc1NC(=O)COC(=O)COc1ccccc1C
 : 12	0.3	-0.9	25	-0.4	4	0	-2.1	8
COCCCNC(=O)c1c(NC(=O)c2cccs2)sc2c1CCCC2
 : -2	/	0.1	10	-6.2	-3	-3	-0.7	5
O=C(NCc1cccnc1)c1ccc(N2CCOCC2)c([N+](=O)[O-])c1
 : 8	-5.5	-0.7	-5	5.0	1	-2	-1.1	-11
CC(=O)c1ccc(NC(=S)NCc2ccc(Cl)cc2Cl)cc1
 : -5	1.9	?	-2	i	4	-2	-0.4	1
Cc1occc(=O)c1OC(=O)Nc1ccc(Cl)c(Cl)c1
 : -24	-0.2	2.8	3	i	-2	0	0.2	2
CC(=O)Nc1cc(-c2cccc(C)c2)cn2c(-c3ccc(S(C)(=O)=O)cc3)cnc12
 : /	1.2	/	23	-0.4	/	0	0.0	-5
CCN(CC)C(=O)Nc1cnc2ccccc2c1
 : -18	0.8	0.7	2	/	-2	-3	-0.2	0
Cc1ccc(O)c(C2=NNC(O)(C(F)(F)F)C2)c1 (stereo not given)
 : -9	/	39*	2	i	3	-8	0.1	-3
CCN(CC)CCCN(C(=O)c1ccco1)c1nc(-c2ccc(C)cc2)cs1
 : 15	0.5	0.5	-9	i	0	-4	-1.8	2
COc1ccc(OC)c(-c2cc(C(=O)Nc3c(C)n(C)n(-c4ccccc4)c3=O)no2)c1
 : -18	/	0.4	-4	i	2	-5	-1.3	9
COc1ccc(N(CC(=O)N2CCN(c3ccc(F)cc3)CC2)S(=O)(=O)c2c(C)noc2C)cc1
 : 1	1.2	0.3	29	-3.4	2	-3	-2.3	-3
O=C(CS(=O)(=O)c1cn(CC(=O)N2CCOCC2)c2ccccc12)NCc1ccc(F)cc1
 : -4	0.7	-1.3	-4	-0.4	-2	-2	0.6	10
CC(=O)OCC(=O)N1CCN(c2ccc([N+](=O)[O-])cc2)CC1
 : -2	-0.2	-0.8	-3	-0.2	3	1	-0.1	-28
Cc1ccc(N(C(=O)c2csnn2)C(C(=O)NC2CCCCC2)c2ccco2)cc1 (stereo not given)
 : -4	0.9	-0.5	9	i	0	-14	-3.1	10
Cc1c(NC(=O)C(C)Sc2nc(N)cc(=O)[nH]2)c(=O)n(-c2ccccc2)n1C (stereo not given)
 : -13	0.3	-0.3	-2	-2.0	/	/	/	8
CCO/C(C)=N/Oc1cncnc1
 : /	1.0	/	/	/	/	-6	-0.5	2
COc1ccc(N=C2C(=S)N(c3ccc(OC)cc3)C(=NS(=O)(=O)c3ccccc3)N2c2ccccc2)cc1
 : 0	0.4	0.0	2	1.1	/	-4	0.1	3
CC(C)Oc1cccc(C(=O)C2CCCN(C(=O)c3ccccn3)C2)c1 (stereo not given)
 : -13	0.3	-0.4	8	i	2	-2	-0.1	-1
Nc1nncn1C(=O)c1cc(Br)ccc1Cl
 : -8	/	0.8	-4	-0.3	-3	9	0.8	0
Cc1cc(NC(=O)CN(C)CC(=O)Nc2ccc(F)c(F)c2F)no1
 : -6	0.9	-0.9	-5	-0.3	/	/	/	3
COc1ccccc1N1C(=O)C2C(C(=O)c3ccccc3)=NN(c3ccccc3)C2C1=O (stereo not given)
 : -14	-0.3	1.5	11	-1.2	5	-10	?	2
Cc1ccc2[nH]c3c(=O)n(CC(=O)N4CCN(C)CC4)ncc3c2c1
 : -13	0.9	-1.2	1	-0.2	-1	2	-0.7	10
CCCn1c(=O)c2ccccc2n2c(SCC(N)=O)nnc12
 : 2	0.0	-1.2	7	-1.4	-1	-5	-0.5	14
O=C1CS/C(=N\C(=O)N2c3ccccc3Sc3ccccc32)N1
 : /	/	0.6	3	1.9	1	1	-1.1	6
CCN(C(=O)COc1cccnc1[N+](=O)[O-])C1CCS(=O)(=O)C1 (stereo not given)
 : -7	-0.5	0.9	-4	i	0	0	0.2	1
O=C(NN1CCOCC1)c1cc(S(=O)(=O)Nc2cccc(C(F)(F)F)c2)ccc1Cl
 : -5	0.0	-0.9	-6	-0.3	4	-1	-1.1	7
Cc1ccc(CSC2=NCCN2C(=O)c2ccc([N+](=O)[O-])cc2)cc1
 : 2	0.4	0.0	-12	-1.4	-1	-3	0.0	2
COc1cc(C2=NOC(C(=O)N3CCN(c4ccc(F)cc4)CC3)C2)cc(OC)c1OC (stereo not given)
 : 3	/	1.5	8	-0.2	-2	-3	-2.6	-9
Cc1[nH]nc2nc(SCC(=O)NC3CCCCC3)n(-c3ccc(Br)cc3)c(=N)c12
 : -11	1.9	-1.1	12	2.6	-3	2	-1.3	-5

An excerpt from above in order of formula weight, low to high:
Second line of a record – PriA SSB inh	TcdB inh	PfHsp40 yeast	Yp Topo-I inh	Vc quorum ag	3CLpro inhibitor	Anthrax LF inh2	BoNT A protease	PrPC surface inh
O=C1CS/C(=N\C(=O)N2c3ccccc3Sc3ccccc32)N1
 : /	/	0.6	3	1.9	1	1	-1.1	6
CCN(C(=O)COc1cccnc1[N+](=O)[O-])C1CCS(=O)(=O)C1 (stereo not given)
 : -7	-0.5	0.9	-4	i	0	0	0.2	1
O=C(NN1CCOCC1)c1cc(S(=O)(=O)Nc2cccc(C(F)(F)F)c2)ccc1Cl
 : -5	0.0	-0.9	-6	-0.3	4	-1	-1.1	7

The list goes on:
Second line of a record – PriA SSB inh	TcdB inh	PfHsp40 yeast	Yp Topo-I inh	Vc quorum ag	3CLpro inhibitor	Anthrax LF inh2	BoNT A protease	PrPC surface inh
COc1cccc(NS(=O)(=O)c2ccc3[nH]cc(C(=O)NC4CC4)c(=O)c3c2)c1
 : 1	/	0.1	-3	-1.8	2	4	0.2	2
COc1ccc(CCC(=O)NCCc2nc3ccccc3[nH]2)cc1
 : 4	1.1	0.1	-1	i	-3	-7	0.3	2
COc1ccc(-c2ccc(C(=O)NCc3ccc(C(F)(F)F)cc3)c3occc23)c(C)c1
 : /	-4.6	/	15	i	/	-5	-0.7	17
O=C(CC(Nc1ccccc1Cl)C(=O)O)c1ccccc1 (stereo not given)
 : -5	1.9	2.1	-10	-0.2	-3	0	1.2	5
O=C(CSCc1ccc(Br)cc1)Nc1ccccc1C(=O)N1CCOCC1
 : 2	0.2	15	11	i	-4	-2	0.4	0
COc1cccc(C(C)NC(=O)c2c(F)cccc2Cl)c1 (stereo not given)
 : -4	2.3	-0.2	-1	-0.4	-1	-1	-0.6	-5
CCN(CC(=O)Nc1ccc(NC(C)=O)cc1)C(=O)COc1ccccc1-c1ccccc1
 : 5	-1.0	0.3	-6	-4.5	/	7	0.7	7
COc1ccc(C(=O)N/N=C/c2ccc(OC(=O)c3cccc4ccccc34)c([N+](=O)[O-])c2)cc1
 : /	0.2	0.7	15	-0.7	0	-2	-0.1	-1
C=CCn1c(SCC(=O)NCCc2ccccc2)nnc1C(C)NC(=O)c1cccs1 (stereo not given)
 : -10	/	0.4	12	-0.3	-2	-8	-0.8	1
O=C1CN(S(=O)(=O)c2ccccc2)c2ccccc2N1
 : 0	0.5	-0.5	0	-0.3	-2	2	0.1	-6
Cc1cc(NC(=O)CN2CCN(S(=O)(=O)c3ccc4ccccc4c3)CC2)no1
 : -11	/	-0.5	6	i	-4	-4	0.0	-2
COc1ccc(-c2ccc(=O)n(CC(=O)Nc3nnc(C(C)C)s3)n2)cc1OC
 : -11	/	0.8	-1	i	4	-5	0.2	2
NS(=O)(=O)c1ccc(N/N=C/c2ccc3c(c2)OCO3)c([N+](=O)[O-])c1
 : /	1.6	-1.2	4	i	1	-1	-2.2	-4
O=C(O)[C@H](Cc1c[nH]c2ccccc12)Nc1ncccc1[N+](=O)[O-]
 : 2	8.8	-0.4	1	i	-2	-4	-1.1	-27
CC1CCCN(S(=O)(=O)c2cccc([N+](=O)[O-])c2)C1 (stereo not given)
 : 12	1.5	-0.7	-2	-0.3	-2	13	3.5	-14
O=S(=O)(Nc1ccc(-n2cnnn2)cc1)c1ccccc1F
 : -7	0.9	0.0	0	i	/	/	/	-5
Cc1cc(C)nc(SCCN(C)C)n1
 : 3	0.7	-0.4	-1	i	-1	-1	0.0	-5
N#C/C(=C(/O)CO/N=C/c1ccccc1Cl)c1nc2ccccc2[nH]1
 : /	-0.1	-0.3	-1	-0.7	2	22	4.2	1
CCCCc1cc(=O)oc2c(C)c(OCC(=O)N3CCC(C(N)=O)CC3)ccc12
 : -2	1.4	1.9	4	-0.3	-1	0	-0.5	-3
O=C(Cc1ccc2c(c1)OCCO2)N1CCN(S(=O)(=O)c2ccccc2C(F)(F)F)CC1
 : -9	-0.2	0.1	10	-0.3	-4	-3	-0.8	0
O=C(OCC(=O)N1CCN(C(=O)c2ccco2)CC1)c1ccccc1
 : -10	0.3	-0.9	1	0.7	1	0	-0.1	-1
C/C=C/c1ccc(OCCn2cncn2)c(OC)c1
 : -21	/	0.7	8	-0.3	1	-1	-0.1	2
COC(=O)C(Cc1cncn1COCc1ccccc1)NC(=O)OC(C)(C)C (stereo not given)
 : 2	/	-1.5	9	0.4	-1	0	0.2	-1
COc1ccc2[nH]c(=O)c(CN(CCCN3CCOCC3)C(=O)NCc3ccccc3)cc2c1
 : -4	/	-1.9	8	/	-4	-5	-0.4	1
Cc1ccc(C(=O)CCC(=O)OCC(=O)N(CC(C)C)c2c(N)n(Cc3ccccc3)c(=O)[nH]c2=O)cc1
 : -2	3.3	0.2	10	i	/	0	4.7	4
CCN(c1ccc(C)cc1)S(=O)(=O)c1nnc(NC(=O)c2ccco2)s1
 : 1	0.2	-0.9	-1	-0.3	5	0	-0.7	5
Cc1c(C(=O)CN2CCSCC2)c2ccccc2n1C
 : -4	/	-0.6	3	-5.0	-3	1	1.3	6

A portion of the library (hit frequency here may not be typical).
